FBW7 activator – human FBW7 E3 ligase activation, primary screen; Q969H0; AlphaScreen FBW7–phospho-cyclin E peptide binding, activator screen; normalized activity (activation), % at 26.1 µM; 650,000 compounds, 0.13% hits; in the data active = normalized activity above about 1.9%;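 note: purified mutant Fbw7 with reduced substrate affinity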
Target sequence (Q969H0 whole entry, looked up): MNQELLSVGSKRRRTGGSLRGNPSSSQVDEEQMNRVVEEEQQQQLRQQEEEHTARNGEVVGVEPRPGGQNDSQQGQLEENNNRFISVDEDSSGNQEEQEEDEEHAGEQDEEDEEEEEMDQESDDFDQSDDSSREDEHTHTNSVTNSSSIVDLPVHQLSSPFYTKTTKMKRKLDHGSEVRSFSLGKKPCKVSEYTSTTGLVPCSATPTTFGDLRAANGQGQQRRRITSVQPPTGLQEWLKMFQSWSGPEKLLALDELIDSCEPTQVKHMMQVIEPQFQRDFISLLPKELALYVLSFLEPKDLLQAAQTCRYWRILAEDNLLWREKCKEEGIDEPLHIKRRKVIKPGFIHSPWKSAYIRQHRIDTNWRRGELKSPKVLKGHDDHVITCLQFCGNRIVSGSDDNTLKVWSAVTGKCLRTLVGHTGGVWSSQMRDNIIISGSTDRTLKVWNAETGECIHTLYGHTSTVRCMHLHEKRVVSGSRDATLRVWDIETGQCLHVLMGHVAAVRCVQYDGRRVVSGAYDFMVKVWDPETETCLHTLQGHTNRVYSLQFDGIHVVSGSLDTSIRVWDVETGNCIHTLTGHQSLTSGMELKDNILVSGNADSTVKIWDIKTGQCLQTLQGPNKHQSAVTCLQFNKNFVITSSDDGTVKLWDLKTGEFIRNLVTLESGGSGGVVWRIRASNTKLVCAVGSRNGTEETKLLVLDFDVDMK
GPR151 activ – activates the human receptor GPR151; 650,000 compounds, 1% hits; activation, % at 11.2 µM; PathHunter beta-arrestin GPR151 cells, luminescence; in the data active = activation above about 4.9%;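 note: 0% = median of compound wells and 100% = cells with positive control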
TEAD-YAP block – TEAD-YAP interaction inhibition; HEK-TIYL cells, TEAD-Gal4/YAP UAS-luciferase luminescence; inhibition, % at 9.12 µM; 640,000 compounds, 1.4% hits; AID 1259422; in the data active = inhibition above about 32%;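 note: 0% = median of test compound wells and 100% = reference inhibitor wells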
MITF primary – human MITF inhibition, primary screen; AlphaScreen MITF homodimerization, bead proximity signal; inhibition, % at 2.6 µM; 650,000 compounds, 0.91% hits; in the data active = inhibition above about 50%;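 note: 0% = vehicle wells with protein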
Active calls of the source: *.

Short keys: A = FBW7 activator; B = GPR151 activ; C = TEAD-YAP block; D = MITF primary
Cc1cccc(Cc2c(C)nc3c(C(=O)NCC4CCCO4)cnn3c2C)c1 (stereo not given)
  A: -0.1 | B: 5.1* | C: -1 | D: -10

FC(F)(F)c1cc(-c2cccs2)nc(-n2ccnc2)n1
  A: 0.2 | B: -0.3 | C: 7 | D: -3

Cc1noc(C)c1-c1nc(NC2CCN(Cc3ccccc3)CC2)c2ncn(C3CCCCC3)c2n1
  A: 0.1 | B: -1.5 | C: -6 | D: 27

Cc1ccc2nc(NC3=NCN(CCCN4CCOCC4)CN3)nc(C)c2c1
  A: 0.0 | B: 0.2 | C: 12 | D: 17

COC(C(=O)NNS(=O)(=O)c1ccc([N+](=O)[O-])cc1)c1ccccc1 (stereo not given)
  A: 1.1 | B: 0.2 | C: 3 | D: 13

COc1ccc(CCNc2nc(OC)nc(-c3ccc(OC)nc3)n2)cc1
  A: 0.3 | B: 0.1 | C: 0 | D: 4

CCC(=O)OCCNc1cc(Sc2nnc(C)s2)c2nonc2c1[N+](=O)[O-]
  A: 0.1 | B: -1.8 | C: 14 | D: 3

COc1ccccc1CNC(=O)c1cc2c(=O)n(C)c(=O)n(C)c2s1
  A: 0.5 | B: -0.3 | C: 9 | D: 15

O=C(Cn1c(=O)oc2cc(S(=O)(=O)N3CCCC3)ccc21)Nc1ccccc1F
  A: 0.0 | B: -1.1 | C: 15 | D: 3

CN(C)CCOC(=O)COc1ccc(Br)cc1
  A: 0.4 | B: 0.4 | C: 2 | D: 11

Cc1cc(C)c2c(CC(=O)Nc3ccc(Cl)cn3)coc2c1
  A: 0.2 | B: -0.1 | C: 1 | D: -5

O=C1/C(=C/c2ccc(Br)cc2)C=C(c2ccccc2)N1c1ccc2ncccc2c1
  A: 0.0 | B: -0.4 | C: -15 | D: 1

COc1cc(OC)c(C(=O)NCc2ccc(F)cc2)cc1OC
  A: -0.1 | B: -0.7 | C: 0 | D: 0

O=C(/C=C/c1ccco1)N1CCN(c2ccc(N3CCOCC3)nn2)CC1
  A: 0.1 | B: -0.7 | C: -1 | D: 2

O=C(CC1Nc2c3ccccc3nc(=S)n2C1=O)NCc1ccc2c(c1)OCO2 (stereo not given)
  A: -0.1 | B: 0.3 | C: -9 | D: 6

CCOc1ccc(-n2nc(C(=O)N(C)Cc3ccccc3)c3ccccc3c2=O)cc1
  A: -0.1 | B: 1.0 | C: 7 | D: -6

CCCNC(=O)CCc1c(C)nc2cc(-c3ccccc3)nn2c1C
  A: -0.1 | B: -0.9 | C: 1 | D: 15

O=C(Nc1cccc(NC(=O)c2cc3ccccc3o2)c1)c1ccco1
  A: -0.1 | B: -1.5 | C: -10 | D: -7

Cc1cc(C)n2nc(N)c(N)c2n1
  A: -0.4 | B: -0.4 | C: -13 | D: 62*

CS(=O)(=O)c1ccc(C(=O)N2CCc3nc4ccc(Cl)cc4cc3C2)cc1
  A: 0.0 | B: 1.4 | C: 3 | D: -15

COc1ccc(CCNc2nc(-c3cccc(N)c3)nc3c2ncn3C(C)C)cc1
  A: 0.4 | B: -0.4 | C: 7 | D: 15

COc1cc(N)c(Cl)cc1C(=O)OCC(=O)Nc1nc(-c2ccccc2)cs1
  A: 0.2 | B: 0.0 | C: -9 | D: 11

Cc1cc(NC(=O)c2cc(-c3ccccc3O)no2)nn1CC(=O)N1CCOCC1
  A: -0.1 | B: 5.6* | C: -8 | D: 6

COc1cc(-c2nc3n(n2)C(c2cccc(O)c2)C2=C(CCCC2=O)N3)cc(OC)c1OC (stereo not given)
  A: -0.1 | B: 0.9 | C: 0 | D: 10

CN(C)c1ccc(C(=O)Nc2ccc(F)cc2F)cc1
  A: 0.1 | B: -6.6 | C: 16 | D: 12

O=C(/C=C/c1ccccc1)N1CCN(c2ccc(Nc3ccncc3)nn2)CC1
  A: 0.1 | B: -0.3 | C: -5 | D: -6

CC(C)(C)OC(=O)N1CCC(c2cc(=O)n3[nH]cc(C(=O)NC4CCCC4)c3n2)CC1
  A: -0.1 | B: -0.4 | C: -8 | D: 11

CCc1ccc(C2CC(c3ccc(F)cc3)Nc3nc(N)nn32)cc1 (stereo not given)
  A: -0.1 | B: -0.8 | C: -5 | D: 0

COc1ccc(-n2c(=S)[nH]c3cc(C(=O)Nc4cccc(C)c4)ccc3c2=O)c(OC)c1
  A: -0.1 | B: 1.7 | C: 48* | D: 8

Cc1sc2ncn(CC(=O)Nc3ccccn3)c(=O)c2c1S(=O)(=O)N1CCCCC1
  A: 0.0 | B: -0.3 | C: -7 | D: 3

CCCS(=O)(=O)c1c(S(=O)(=O)CCC)c2c3ccccc3ccn2c1C(=O)c1ccc(Br)cc1
  A: -0.1 | B: -1.0 | C: 8 | D: -2

COc1ccc(C(=O)C(OC(=O)c2ccccc2N2C(=O)C3C4CCC(C4)C3C2=O)c2ccccc2)cc1 (stereo not given)
  A: -0.1 | B: 1.3 | C: -3 | D: 3

COc1ccc(C(=O)N(C)Cc2n[nH]c(=O)[nH]2)cc1OC1CCN(C(C)C)CC1
  A: 0.0 | B: -0.9 | C: 3 | D: 12

O=C1c2c(Cl)c(Cl)c(Cl)c(Cl)c2C(=O)N1c1ccc(/C=C/c2nc3ccccc3o2)cc1
  A: -0.1 | B: -3.4 | C: -11 | D: -9

COc1ccc(/C=N/NC(=O)CNC(=O)c2ccccc2Br)cc1OC
  A: 0.0 | B: 7.6* | C: 3 | D: 6

O=c1c(S(=O)(=O)c2ccccc2)c[nH]c2cc3c(cc12)OCCO3
  A: 0.0 | B: 1.8 | C: -20 | D: -3

O=C(Nc1ccc(Br)cn1)c1ccc(N2CC3CC(C2)c2cccc(=O)n2C3)c([N+](=O)[O-])c1 (stereo not given)
  A: -0.1 | B: 0.0 | C: -12 | D: -14

Cc1ccc2nc(NCCNC(=O)CC(C)(C)C)c(C#N)cc2c1
  A: -0.1 | B: 0.9 | C: 5 | D: 1

CC1(C)CC(=O)C(C=NCCN2CCN(C(=S)NC3CCCCC3)CC2)=C(O)C1
  A: -0.2 | B: -0.2 | C: 3 | D: -1

COC(=O)c1cc(NC(=O)c2sc3ncn(Cc4ccccc4Cl)c(=O)c3c2C)cc(C(=O)OC)c1
  A: 0.3 | B: -0.1 | C: -5 | D: -4

CC(C)C(=O)NCC(c1ccc2c(c1)OCO2)N1CCOCC1 (stereo not given)
  A: -0.1 | B: -0.5 | C: -2 | D: -1

C=CCn1c(=O)c2ccccc2n2c(SCC(=O)NNC(=O)c3cccs3)nnc12
  A: 0.2 | B: -0.5 | C: 3 | D: 10

O=[N+]([O-])c1ccc2nnn(OCc3ccc(Br)cc3)c2c1
  A: 0.2 | B: -0.5 | C: -8 | D: 3

CCOc1ccc(NC(=O)c2c(NC(C)=O)sc3c2CCC3)cc1
  A: 0.0 | B: 0.7 | C: 3 | D: 2

CC(=C(C#N)C#N)c1ccc2c(c1)OCCO2
  A: 0.4 | B: 1.9 | C: 6 | D: -15

Cc1ccc(-c2csc3ncc(C(=O)NC(C)CO)c(=O)n23)cc1 (stereo not given)
  A: 0.1 | B: 2.1 | C: 4 | D: -12

COc1cccc2cc(C(=O)OCc3csc(-c4ccccc4)n3)c(=O)oc12
  A: -0.1 | B: -0.6 | C: -5 | D: 6

CC(=O)NCCc1nc2ccccc2n1CCC(C)C
  A: 0.0 | B: -0.6 | C: 7 | D: 8

O=C1CC(c2cccc(Cl)c2Cl)c2c(ccc3ccccc23)N1 (stereo not given)
  A: 1.1 | B: -0.7 | C: -12 | D: 18

CC(=O)c1cccc(-c2nc(C(=O)NCc3ccccc3)cs2)c1
  A: 0.5 | B: -1.0 | C: 7 | D: 13

C/C(=N\NC(=O)c1cccc([N+](=O)[O-])c1)c1ccc(Br)cc1
  A: -0.1 | B: -0.4 | C: -2 | D: 9

COc1ccc(C2=N/C(=C\c3ccc4c(c3)OCO4)C(=O)O2)cc1[N+](=O)[O-]
  A: 0.0 | B: 1.4 | C: 9 | D: 2

Nc1nnc(-c2cc(-c3ccc(O)cc3)on2)o1
  A: -0.2 | B: -6.7 | C: 24 | D: -5

COc1ccc(C(=O)N2CCN(c3ccc([N+](=O)[O-])cc3C(F)(F)F)CC2)cc1
  A: 0.5 | B: -2.3 | C: 7 | D: 4

Cc1cccc(-n2cc(-c3ccccc3)c3c(N4CCN(c5cccc(C)c5C)CC4)ncnc32)c1
  A: -0.2 | B: -0.4 | C: -6 | D: 1

O=C(CN1CCOCC1)N/N=C/c1cccc([N+](=O)[O-])c1
  A: -0.1 | B: -0.5 | C: -6 | D: 1

Cc1c([N+](=O)[O-])c(N)nn1C
  A: 0.1 | B: -1.8 | C: -6 | D: 6

CCOC(=O)N1CCN(C(=O)CSc2ccc(-c3ccncc3)nn2)CC1
  A: 0.1 | B: -1.5 | C: 12 | D: -7

OCCNc1nc(N2CCc3ccccc3C2)nc2nc[nH]c12
  A: 0.1 | B: -1.3 | C: 2 | D: 18

Cc1nc(C)c(CC(=O)NCCN2Cc3ccccc3OC(c3ccccc3)C2)s1 (stereo not given)
  A: 0.0 | B: -1.1 | C: 0 | D: 10

The list continues.
Short keys: A = FBW7 activator; B = GPR151 activ; C = TEAD-YAP block; D = MITF primary
Cc1ccc(NC(=O)/C(=C\c2ccc(C)o2)NC(=O)c2cccc([N+](=O)[O-])c2)cc1
  A: 0.1 | B: 2.3 | C: 8 | D: 7

Cc1cc(Cl)ccc1OCC(=O)N1CCNc2ncc(-c3ccncc3)cc21
  A: 0.1 | B: -0.3 | C: 9 | D: 20

Cc1ccc(C)c(S(=O)(=O)n2cnc3ccccc32)c1
  A: -0.2 | B: 1.7 | C: -12 | D: 0

CCOC(=O)C1=CN(C)C=C(C(=O)OCC)C1c1ccc(O)c(OC)c1
  A: -0.1 | B: -0.9 | C: 2 | D: 8

CC1CCCCN1C(=O)c1nn(C)c2c1CSc1ccccc1-2 (stereo not given)
  A: -0.3 | B: 3.7 | C: -10 | D: -3

O=C1CC(NCc2ccccc2)C(=O)N1c1ccc(I)cc1 (stereo not given)
  A: 0.0 | B: -1.7 | C: -2 | D: 14

COc1ccc(OC)c(NC(=O)CCN2CCC(C(N)=O)CC2)c1
  A: -0.2 | B: 1.2 | C: 6 | D: 6

CC(C)CC1=NN(C(=O)c2ccc([N+](=O)[O-])cc2)C(O)(C(F)(F)F)C1 (stereo not given)
  A: -0.1 | B: -0.8 | C: 5 | D: -3

Nc1nc(SCc2nc(-c3ccccc3)no2)[nH]c(=O)c1-c1ccccc1
  A: -0.1 | B: 6.0* | C: 1 | D: -2

Cc1ccc(-c2nc(C=Nc3ccc(Cl)cc3C)c(O)o2)cc1
  A: 0.1 | B: -0.2 | C: 10 | D: 8

CSc1ccccc1C(=O)NCc1ccc(C)cc1
  A: 0.1 | B: -1.0 | C: -6 | D: -20

CCOc1cc(/C=C2/C(=N)N3N=C(CC)SC3=NC2=O)cc(Cl)c1OCCOc1ccc(C(C)(C)C)cc1
  A: 0.0 | B: -0.2 | C: -3 | D: 7

N[C@@H](Cc1ccc(F)cc1)c1nc2ccc(-c3cn[nH]c3)cc2c(=O)[nH]1
  A: -0.7 | B: -2.6 | C: 85* | D: -6

COc1ccc(N2C3=C(C(=O)CC(C)(C)C3)C(c3ccc(Cl)c([N+](=O)[O-])c3)C3=C2CC(C)(C)CC3=O)cc1Cl
  A: 0.2 | B: -1.2 | C: 1 | D: 10

CN(C)CC#CCC(O)(c1ccccc1)c1ccccc1
  A: 0.1 | B: -0.6 | C: 1 | D: 10

A second format for some results above:
Every second line gives: FBW7 activator	GPR151 activ	TEAD-YAP block	MITF primary
> Cc1ccc(C)c(S(=O)(=O)n2cnc3ccccc32)c1
  -0.2	1.7	-12	0
> Cc1ccc(NC(=O)/C(=C\c2ccc(C)o2)NC(=O)c2cccc([N+](=O)[O-])c2)cc1
  0.1	2.3	8	7
> O=C1CC(NCc2ccccc2)C(=O)N1c1ccc(I)cc1 (stereo not given)
  0.0	-1.7	-2	14
> Nc1nc(SCc2nc(-c3ccccc3)no2)[nH]c(=O)c1-c1ccccc1
  -0.1	6.0*	1	-2

Continued:
Short keys: A = FBW7 activator; B = GPR151 activ; C = TEAD-YAP block; D = MITF primary
O=C(NCc1ccccc1)C(C(=O)c1ccccc1)n1ccccc1=O (stereo not given)
  A: -0.1 | B: -0.6 | C: 3 | D: 2

CCOC(=O)c1c(C)[nH]c(C(=O)COC(=O)CCC(=O)c2ccc(Cl)cc2)c1C
  A: 0.0 | B: 2.0 | C: 9 | D: 10

COc1ccc(OC)c(CNC(=O)CCc2nc3cccnc3n2Cc2cccs2)c1
  A: 0.1 | B: -1.5 | C: 5 | D: 12

O=C(O)C1CC=CCC1C(=O)Nc1nc(-c2ccc(Br)cc2)cs1 (stereo not given)
  A: -0.1 | B: 0.0 | C: 1 | D: 10

COc1ccc(NC(=O)C2=NN(C3CCS(=O)(=O)C3)C(=O)CC2)cn1 (stereo not given)
  A: 0.0 | B: 0.8 | C: 2 | D: 3

COc1ccc(CC(=O)Nc2ccc(Br)cc2F)cc1OC
  A: -0.1 | B: -0.6 | C: 2 | D: 7

CCOC(=O)C1=C(C)NC2=C(C(=O)C(C(=O)OCC)C(c3cccc(OC)c3)C2)C1c1ccc(N(C)C)cc1 (stereo not given)
  A: 0.1 | B: 2.1 | C: 7 | D: 11

Cc1cccc(C(=O)Nc2snc(Cl)c2C#N)c1
  A: 0.1 | B: -0.2 | C: 39* | D: 0

Cc1ccc(S(=O)(=O)NNC(=O)C(C)(C)C)cc1
  A: 0.0 | B: -0.7 | C: -3 | D: 16
